Bioassay records (PubChem)
TRHR PAM = allosterically enhances the human TRH receptor; enhancement, % at 2 µM; TRHR cells, fluo-8 calcium fluorescence, EC20 TRH enhancement; actives 0.66% (n = 360,000); AID 493056; in the data active = enhancement above about 30%; note: 0% is about no effect
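TRHR-expressing cells loaded with fluo-8 calcium dye were read kinetically (ex 480/em 530) during compound addition, then stimulated with an EC20 of TRH (10 nM final). Enhancement of the Gq-mediated intracellular calcium response was scored.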
TrxR1 inh = rat TrxR1 inhibition; actives 1% (n = 390,000); recombinant rTrxR1, NADPH fluorescence consumption, selenite substrate; Potency, µM (top dose mostly 114 µM), inactives show at the top dose activity change, negative = inhibition, most hits filed as inhibitors; note: potency is the fitted concentration of half-maximal effect; % is set by controls: 0 for no effect and ±100 for the full control effect; nearly all actives have a fitted effect of over 65% in size
Target sequence (O89049 whole entry, looked up): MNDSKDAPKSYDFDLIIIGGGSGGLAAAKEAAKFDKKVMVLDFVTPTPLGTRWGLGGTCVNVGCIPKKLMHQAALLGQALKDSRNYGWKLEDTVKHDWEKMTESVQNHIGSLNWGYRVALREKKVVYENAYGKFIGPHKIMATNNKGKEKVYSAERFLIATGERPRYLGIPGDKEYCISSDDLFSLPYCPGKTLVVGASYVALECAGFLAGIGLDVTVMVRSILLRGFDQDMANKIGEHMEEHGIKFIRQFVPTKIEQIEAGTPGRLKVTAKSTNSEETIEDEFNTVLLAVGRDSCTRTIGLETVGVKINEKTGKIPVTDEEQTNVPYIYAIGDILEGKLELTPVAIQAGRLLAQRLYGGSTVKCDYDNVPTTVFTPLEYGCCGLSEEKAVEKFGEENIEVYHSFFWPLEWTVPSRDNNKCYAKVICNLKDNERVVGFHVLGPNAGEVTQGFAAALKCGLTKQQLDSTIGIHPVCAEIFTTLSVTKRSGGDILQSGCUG
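Rat TrxR1 (90 nM in the dispensed reagent) was pre-reduced with 400 uM NADPH for 5 min at room temperature, then incubated with compound for 15 min. After 400 uM selenite was added, NADPH fluorescence (Ex 340/Em 450 nm) was followed for 8 min.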
USP1 inh = blocks the human USP1/UAF1 deubiquitinase complex; recombinant USP1/UAF1, Ub-Rhodamine cleavage fluorescence; O94782; Potency, µM (series often up to 57.1 µM), without a hit: at the top dose activity change, negative = inhibition, hits mostly inhibitors; actives 0.23% (n = 390,000); note: potency is the fitted concentration of half-maximal effect; % is set by controls: 0 for no effect and ±100 for the full control effect; nearly all actives have a fitted effect of over 60% in size; inactives centre near -12
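USP1/UAF1 complex (1 nM) preincubated 15 min at room temperature with compound, then Ub-Rho substrate (150 nM final) added. Kinetic fluorescence at 480/540 nm over 6 reads at 60 s intervals; 50 mM HEPES pH 7.8, 0.5 mM EDTA, 0.1 mg/ml BSA, 1 mM TCEP, 0.01% Tween-20.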
Pin1 inh = inhibitors of human Pin1. Q13526. Pin1 FP peptide displacement, HiFluor488, 10 min. AID 504891. Potency, µM (top dose mostly 115 µM), inactives show top-dose activity, negative = inhibition, most hits filed as inhibitors. actives 0.009% (n = 390,000); active = well fitted inhibition curve with a large enough effect in the polarisation, with a control signal flat, not every such curve was filed as active; inconclusive = small, poorly fitted or top-dose-only effect, or effect the other way, or a change in a side signal; inactive = no such curve, though single readings can be large or run the other way; the % refers to the polarisation; note: potency is the fitted concentration of half-maximal effect; % is set by controls: 0 for no effect and ±100 for the full control effect
mIDH1 inhibitor = blocks human mutant IDH1 R132H enzyme | AID 602179 | actives 0.093% (n = 390,000) | Potency, µM (doses to about 76.6 µM), for inactives: at the top dose activity change, negative = inhibition, hits mostly inhibitors | IDH1-R132H enzyme, NADPH consumption, diaphorase/resazurin fluorescence; note: potency is the fitted concentration of half-maximal effect; % is set by controls: 0 for no effect and ±100 for the full control effect; nearly all actives have a fitted effect of over 65% in size
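IDH1-R132H (0.5 ug/mL dispensed) in pH 7.5 Tris buffer was preincubated 30 min with compound, then given a substrate mix of 0.016 mM NADPH and 2 mM alpha-KG for 80 min at room temperature; remaining NADPH was read by diaphorase/resazurin fluorescence.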
TRHR agonist = TRH receptor (human) agonism | P34981 | TRHR cells, calcium flux fluo-8, FDSS agonist mode | activation, % at 2 µM | actives 0.18% (n = 360,000); in the data active = activation above about 30%; note: 0% is about no effect
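Fluo-8-loaded TRHR cells; 10 s baseline, compound added, kinetic Ca2+ fluorescence read 1/s, agonist mode.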
D2 antag = D2 dopamine receptor (human) antagonism | P14416 | HEK293 TREx D2 cells, calcium flux, dopamine EC80 | inhibition, % at 10 µM | actives 2% (n = 340,000) | AID 485344; in the data active = inhibition above about 30%; note: 0% is about no effect
Target sequence (P14416 whole entry, looked up): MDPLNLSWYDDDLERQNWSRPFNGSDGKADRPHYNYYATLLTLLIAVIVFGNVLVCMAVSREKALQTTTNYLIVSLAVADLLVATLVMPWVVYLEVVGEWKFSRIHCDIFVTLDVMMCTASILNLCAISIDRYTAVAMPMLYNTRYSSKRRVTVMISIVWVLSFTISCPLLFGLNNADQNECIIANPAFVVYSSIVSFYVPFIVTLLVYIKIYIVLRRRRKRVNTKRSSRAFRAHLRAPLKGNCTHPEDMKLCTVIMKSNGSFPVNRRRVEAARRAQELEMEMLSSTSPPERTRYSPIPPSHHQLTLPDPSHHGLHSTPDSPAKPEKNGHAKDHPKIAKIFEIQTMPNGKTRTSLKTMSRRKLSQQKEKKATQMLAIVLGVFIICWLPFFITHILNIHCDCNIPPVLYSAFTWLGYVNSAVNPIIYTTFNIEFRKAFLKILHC
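Measurement of antagonist activity uses fluorescent calcium dye in inducible HEK293 T-REx D2 cells: 10 s baseline, compound addition with 180 s read, EC80 dopamine addition with a further 180 s read.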
D2 agonist = activates the human D2 dopamine receptor; P14416; HEK293 T-REx D2 cells, calcium flux agonist mode; activation, % at 2 µM; actives 0.53% (n = 340,000);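 active = activation over 3 SD above normal in the single-dose calcium agonist read, cut at about 30% in these data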; note: 0% is about no effect
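Calcium-flux readout, 1 cycle/sec over 180 s following compound pin transfer, in inducible HEK293 Trex D2 cells (force-coupled); dopamine controls included. Positive calcium responses during this window marked compounds as potential agonists.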
TrxR1 substrate = is turned over as a substrate by rat TrxR1; O89049; purified TrxR1 substrate turnover, NADPH consumption readout; Potency, µM (series often up to 114 µM), for inactives: top-dose activity change, negative = substrate turnover; actives 0.01% (n = 390,000); AID 588456; note: potency is the fitted concentration of half-maximal effect; % is set by controls: 0 for no effect and ±100 for the full control effect; nearly all actives have a fitted effect of over 50% in size
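Rat TrxR1, dispensed at 90 nM, was prereduced with 400 uM NADPH (final) for 5 min at ~22 deg C, then incubated with compound 15 min before 400 uM selenite. A first-read NADPH fluorescence drop versus no-compound background flagged substrates.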
Numbers without * were called inactive; u = inconclusive; x = no result given; & = joins results of further samples; [ ] = dose if it differs, or a comment. Unless noted, calls come from the whole dose curve; as a rule, active = well fitted inhibition curve with a large enough effect; inconclusive = small, poorly fitted or top-dose-only effect; inactive = no such curve, though single readings can be large or run the other way. A portion of the library; count on the stated rates, not on these rows.

SMILES | TRHR PAM | TrxR1 inh | USP1 inh | Pin1 inh | mIDH1 inhibitor | TRHR agonist | D2 antag | D2 agonist | TrxR1 substrate
CC(C)(C)c1ccc(OCc2ccc(C(=O)NCc3cccnc3)o2)cc1 | -1 | 25% | -25% | -2% | -8% | -0.5 | -16 | 0.7 | -3%
Cc1cc(C)c2cc(CN(CCCN(C)C)C(=S)NCc3ccccc3)c(=O)[nH]c2c1 | -1 | 5%[57.1 µM] | -17% | 0% | 0% | 1.4 | -13 | 1.3 | 3%
Cc1ccc(NC(CNS(=O)(=O)c2ccc(Cl)cc2)c2ccccc2)cc1 (centres undefined) | 6&-2 | 5% | -30%&-12% | 0%&2% | -3% | 1.1&0.3 | -33 | 0.1&-0.1 | -6%&-10%
COc1ccc(C2SCC(=O)N2c2ccccc2)cc1 (centres undefined) | -3 | 11% | -5% | -3% | -13% | -0.8 | -3 | -0.6 | -3%
CCN(CC)CCSc1nnc2c3ccccc3n(CCc3ccccc3)c2n1 | 4 | 6%[57.1 µM] | -19% | -6% | 5% | -0.2 | 16 | -0.9 | 1%
COc1ccc2sc(-c3ccccc3OC)c(-c3ccc(OCCN(C)C)cc3)c2c1 | x | 11% | -25% | 8% | -3% | x | x | x | 1%
COc1cccc(N/C(=N/C(=S)Nc2ccc(C)cc2C)Nc2nc(C)cc(C)n2)c1 | 3 | 11%[57.1 µM] | -21% | 48%[activator] | 3% | 0.6 | -12 | 1.0 | -6%
CC(=O)c1ccc(NC(=O)CN2c3cccc4cccc(c34)S2(=O)=O)cc1 | x | -7% | u | 2% | -2% | x | x | x | -5%
CCn1cc(C(=O)N[C@H](C(=O)NCCCn2ccnc2)C(C)C)c(=O)c2cc3c(cc21)OCO3 | -2 | 8% | -16% | 3% | 16% | 0.6 | 0 | -0.4 | 7%
O=C(Cn1nc2n(c1=O)-c1ccccc1SC2)N/N=C/c1cccnc1 | 6 | 19% | -20% | -11% | -3% | -0.3 | -6 | -0.2 | 1%
COc1ccc(-n2cc(-c3ccccc3)c3c(N4CC(C)OC(C)C4)ncnc32)cc1 (centres undefined) | -9 | 11%[57.1 µM] | -9% | 2% | -1% | -0.8 | 6 | -0.7 | 1%[57.1 µM]
CN(C)c1cccc2cccc(N(C)C)c12 | 27 | 15% | -8% | 0% | 7% | -0.3 | -18 | 0.2 | 2%
COc1cccc(Cc2nc3ccccc3nc2SCC(=O)Nc2cc(OC)ccc2OC)c1 | 0 | 9%[57.1 µM] | -22% | 10% | 11% | 0.6 | x | 0.9 | 2%[57.1 µM]
O=C(c1ccc([N+](=O)[O-])cc1)N1CCN(Cc2ccccc2[N+](=O)[O-])CC1 | -7 | 10% | -16% | 0% | 18% | 1.9 | 27 | 0.2 | 2%
COc1ccc(CNC(=O)CCC2N=C3c4ccccc4N=C(SCc4ccc(F)cc4)N3C2=O)cc1 (centres undefined) | 3 | 7%[57.1 µM] | -4% | 3% | 0% | -0.3 | x | 0.4 | 1%[57.1 µM]
COc1cc(CN(C(=O)COc2ccc(C)cc2)c2ccccn2)cc(OC)c1OC | 16 | 12% | -24% | u | -11% | -0.2 | x | x | -4%
Cc1ccc(NS(=O)(=O)c2c(C(=O)N3CCCC3)c(C)n(C)c2C)cc1 | 0 | 11% | -12% | -8% | 23% | -0.2 | 1 | -0.1 | 2%
O=C(Cn1cnc2c(NCc3ccccc3)ncnc21)NCc1ccc2c(c1)OCO2 | x | 5% | 1% | 3% | -1% | x | x | x | -3%
CCOC(=O)Cn1nnc(-c2ccc(S(C)(=O)=O)cc2)n1 | -5 | 19% | -10% | -4% | 4% | 0.2 | -14 | 0.2 | 10%
Cc1ccc(S(=O)(=O)N(C)c2ccc(C(=O)N(C)Cc3nc4ccccc4c(=O)[nH]3)cc2)cc1 | -6 | 5% | -20% | 5% | 5% | -0.2 | 0 | 0.6 | -2%
CCOC(=O)c1c(NC(=O)c2cc(-c3ccccc3OC)on2)sc(C)c1C | 14 | -3% | -1% | -3% | -9% | 2.6 | x | 0.8 | -3%
CC(=O)N1N=C(c2cccc([N+](=O)[O-])c2)OC1c1ccc(Br)cc1 (centres undefined) | 4 | -1% | -20% | 1% | 1% | 0.1 | -11 | 1.4 | -3%
COc1ccc(OCC(=O)NC2CCCN(Cc3ccc(Cl)cc3)C2)cc1 (centres undefined) | -6 | 27% | -24% | -6% | 13% | -1.6 | -12 | -0.1 | 2%
Cc1ccc(NC(=S)N2CCCC2)cc1 | 3 | 23% | -1% | -3% | -1% | -0.1 | -13 | 0.0 | 0%
O=C(CN1CCN(S(=O)(=O)c2ccccc2)CC1)Nc1ccc(Cl)c(Cl)c1 | -2 | 4% | -13% | 9% | -1% | 0.7 | 10 | -0.1 | -3%
CCCn1c(C)nc2c(c1=O)c1nc3ccccc3nc1n2-c1ccccc1 | x | 29% | -10% | -4% | 2% | x | x | x | 12%
COc1cccc(-n2c(-c3ccccc3)c[nH]c2=S)c1 | 5 | u | -14% | -1% | -5% | -1.8 | 5 | -0.3 | 2%
O=C(NCC(O)c1ccc([N+](=O)[O-])cc1)C1=COCCO1 (centres undefined) | x | 9% | -3% | 10% | -3% | x | x | x | 5%
c1ccc(OCc2nn3c(-c4ccccn4)nnc3s2)cc1 | -8 | 12% | -16% | 0% | 0% | -0.2 | 3 | -0.4 | 2%
CCOCCn1c(SCCc2ccccc2)nc2c1c(=O)[nH]c(=O)n2C | -2 | 4%[57.1 µM] | -15% | -2% | 16% | -0.7 | 1 | -0.9 | 8%[57.1 µM]
Cc1ccc(Sc2sc(=O)n(C)c2S(=O)(=O)c2ccc(C)cc2)cc1 | -7 | 19% | -20% | -1% | 2% | 0.5 | 0 | -0.1 | 0%
O=C(Nc1nncs1)C1(c2ccccc2)CCCC1 | -7 | 8% | 1% | u | 3% | -0.2 | -3 | 0.8 | 6%[57.1 µM]
Cc1cc(=O)[nH]c(N2CCN(C(c3ccccc3)c3ccccc3)CC2)n1 | -1 | 12% | -7% | 5% | 9% | -0.4 | -10 | -1.7 | 9%
CCCCOc1ccc(CNC(=O)CN2C(=O)CCn3nc(-c4cn(C)c5ccccc45)cc32)cc1 | -9 | 26%[57.1 µM] | -3% | -5% | -21% | -0.4 | x | 0.2 | 2%[57.1 µM]
COc1ccc(OCC(O)CN2C(=O)NC(C)(C)C2=O)cc1 (centres undefined) | 5 | -7%[57.1 µM] | 6% | 2% | -12% | 0.4 | 31* | -0.3 | 7%[57.1 µM]
CC(=O)c1ccc(NC(=O)CSc2nc3nn(-c4ccccc4)c(=O)c-3c3n2CCCCC3)cc1 | x | 6% | -13% | 3% | -1% | x | x | x | 2%
CCCS(=O)(=O)n1nc(-c2ccc(C)cc2)cc1N | -1 | 13% | -27% | 0% | 8% | 0.4 | -3 | -0.6 | 3%
c1ccc(CSc2ccc(-c3cccnc3)nn2)cc1 | 2 | 9% | -13% | 3% | 3% | -0.1 | x | x | 2%
N#CC1=C(N)NC(=S)C(C(N)=O)C1c1ccc(Cl)cc1Cl (centres undefined) | 1 | -50% | -19% | -5% | 6% | -0.4 | -16 | 0.8 | -17%
O=C(COC(=O)CNC(=O)c1ccc(Cl)cc1Cl)NC1CCCCC1 | 1 | -6% | 4% | -3% | -3% | 0.2 | 9 | -1.0 | -7%
Cc1cc(O)c(C(c2ccccc2)N2CCN(C)CC2)c(=O)n1Cc1ccco1 (centres undefined) | 3 | 8.9µM* | -18% | 9% | 20% | 0.0 | x | -0.4 | 1%[57.1 µM]
COCCNC(=S)N/N=C(\C)c1cccc([N+](=O)[O-])c1 | 0 | -15% | -16% | 1% | -4% | -1.0 | 15 | 0.2 | -5%
Cc1ccc(OS(=O)(=O)c2cn(C)c(=O)n(C)c2=O)cc1C | -3 | 6%[57.1 µM] | -11% | -1% | 2% | 0.0 | -15 | 0.2 | 7%[57.1 µM]
CCOC(=O)C1(CCC(=O)OCc2ccccc2)CCCCC1=O (centres undefined) | x | 31%[57.1 µM] | -6% | -9% | 6% | x | x | x | 18%[57.1 µM]
Cc1ccc(CNC(=O)CSc2ccc(-c3sc(-c4ccccc4)nc3C)nn2)cc1 | 9 | 19% | u | 1% | -12% | -0.2 | x | 1.1 | 32%[activator]
COc1ccccc1CNCc1ccc(OC)c2ccccc12 | x | -7%[57.1 µM] | -2% | 0% | 4% | x | x | x | 25%[2.29 µM]
COC(=O)[C@]1(CC(C)C)N[C@H](c2ccc(-c3ccc(C(C)=O)cc3)cc2)[C@@H]2C(=O)N(C)C(=O)[C@@H]21 | x | 16% | -23% | 0% | -5% | x | x | x | 7%[57.1 µM]
CCCCn1nc(C(=O)Nc2ccc3c(c2)OCO3)c2ccccc2c1=O | x | 25%[57.1 µM] | -8% | 6% | 5% | x | x | x | -11%
Cc1ccccc1C(=O)NNC(=O)C1CC(=O)N(Cc2ccccc2)C1 (centres undefined) | 1 | 9% | -2% | -2% | 1% | 0.3 | 2 | 0.1 | 4%

Reformatted with values under each structure: part of the list above
Every second line gives: TRHR PAM, TrxR1 inh, USP1 inh, Pin1 inh, mIDH1 inhibitor, TRHR agonist, D2 antag, D2 agonist, TrxR1 substrate
Cc1cc(O)c(C(c2ccccc2)N2CCN(C)CC2)c(=O)n1Cc1ccco1 (centres undefined)
    3, 8.9µM*, -18%, 9%, 20%, 0.0, x, -0.4, 1%[57.1 µM]
COCCNC(=S)N/N=C(\C)c1cccc([N+](=O)[O-])c1
    0, -15%, -16%, 1%, -4%, -1.0, 15, 0.2, -5%
Cc1ccc(OS(=O)(=O)c2cn(C)c(=O)n(C)c2=O)cc1C
    -3, 6%[57.1 µM], -11%, -1%, 2%, 0.0, -15, 0.2, 7%[57.1 µM]
CCOC(=O)C1(CCC(=O)OCc2ccccc2)CCCCC1=O (centres undefined)
    x, 31%[57.1 µM], -6%, -9%, 6%, x, x, x, 18%[57.1 µM]
